Screening data: PubChem BioAssay, several laboratories
BoNT-F LC inh: blocks Botulinum neurotoxin F light chain protease; inhibition, % at 10 µM; 360,000 tested, 0.22% active; AID 588497; Multiplex microsphere protease cleavage assay, flow cytometry; in the data active = inhibition above about 35%, passing the limit was not always enough; inconclusive = no clear call, values can overlap the other calls; note: plate controls were buffer without enzyme for full effect and enzyme alone for no effect
Mtb UGM inh: inhibitors of M. tuberculosis UDP-galactopyranose mutase. P9WIQ1. purified UGM, fluorescence polarization probe displacement. inhibition, % at 10 µM. 320,000 tested, 0.06% active; in the data active = inhibition above about 10%, passing the limit was not always enough; inconclusive = no clear call, values can overlap the other calls
BioA inh: blocks M. tuberculosis BioA enzyme activity. purified M. tuberculosis BioA enzyme, plate reader. inhibition, % at 9.99 µM. 360,000 tested, 0.096% active; in the data active = inhibition above about 40%; inconclusive = no clear call, values can overlap the other calls
Mtb FBA inh: inhibitors of M. tuberculosis fructose-bisphosphate aldolase | inhibition, % at 1 µM | P9WQA3 | AID 588726 | 360,000 tested, 2.3% active | purified M. tuberculosis FBA, fluorescence read-out; in the data active = inhibition above about 27%;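 note: 0% = vehicle and 100% = reference inhibitor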
Rv3671c inh: Rv3671c (M. tuberculosis) protease inhibition; AID 2606; inhibition, % at 5.96 µM; 320,000 tested, 0.048% active; P9WHR9; in the data active = inhibition above about 38%;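 note: extracellular domain of Rv3671c used as enzyme; 0% = enzyme with DMSO and 100% = no enzyme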
Target sequence (P9WHR9 whole entry, looked up, the tested form may be a part): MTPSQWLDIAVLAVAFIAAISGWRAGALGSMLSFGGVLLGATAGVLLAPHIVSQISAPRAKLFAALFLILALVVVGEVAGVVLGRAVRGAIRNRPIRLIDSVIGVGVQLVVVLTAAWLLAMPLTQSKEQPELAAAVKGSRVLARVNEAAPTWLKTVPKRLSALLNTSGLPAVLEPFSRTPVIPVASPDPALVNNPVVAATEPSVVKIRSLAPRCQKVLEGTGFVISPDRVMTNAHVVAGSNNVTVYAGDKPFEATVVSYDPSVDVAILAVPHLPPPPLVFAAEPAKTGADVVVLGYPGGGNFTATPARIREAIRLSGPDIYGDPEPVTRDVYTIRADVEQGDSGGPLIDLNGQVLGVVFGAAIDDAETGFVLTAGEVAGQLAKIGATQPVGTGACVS
GDH-TPI inh: inhibits GDH-TPI coupling enzymes, artifact for Mtb FBA screen; inhibition, % at 4.8 µM; AID 588335; 360,000 tested, 1.2% active; GDH-TPI coupled enzyme counterscreen, NADH absorbance;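 note: 0% = DMSO wells and 100% = wells lacking the enzyme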
MazEF act: increases E. coli MazEF RNase cleavage of RNA; AID 504720; activation, % at 20 µM; 350,000 tested, 0.32% active; FAM/BHQ RNA-DNA oligo cleavage fluorescence, 5 h; P0AE70; in the data active = activation above about 50%
Target sequence (P0AE70 whole entry, looked up): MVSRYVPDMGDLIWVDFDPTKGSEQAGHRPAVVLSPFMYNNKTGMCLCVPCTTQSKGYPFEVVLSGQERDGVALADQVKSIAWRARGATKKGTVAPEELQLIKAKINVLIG
VHR inh abs: DUSP3 (human) phosphatase inhibition; P51452; recombinant VHR phosphatase, pNPP absorbance; inhibition, % at 13.3 µM; 290,000 tested, 0.52% active; AID 1654; in the data active = inhibition above about 50%; note: some compounds called inactive have numbers as strong as hits
Target sequence (P51452 whole entry, looked up): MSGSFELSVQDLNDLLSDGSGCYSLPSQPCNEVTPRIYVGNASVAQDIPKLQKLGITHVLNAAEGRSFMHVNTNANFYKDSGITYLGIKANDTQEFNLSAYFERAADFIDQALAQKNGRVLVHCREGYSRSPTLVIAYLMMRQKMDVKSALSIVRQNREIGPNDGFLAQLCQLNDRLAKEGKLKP
CCHF vOTU inh: blocks the CCHF virus ovarian tumor domain protease; CCHFV vOTU protease, Pep-AMC fluorescence; inhibition, % at 11.5 µM; 370,000 tested, 0.55% active; AID 651958; note: 0% = vehicle wells with enzyme and 100% = no enzyme wells
FadD28 FP inh: M. tuberculosis FadD28 bisubstrate binding inhibition; FadD28 bisubstrate probe binding, fluorescence polarization; inhibition, % at 12.5 µM; 360,000 tested, 0.22% active; AID 588549; in the data active = inhibition above about 8.5%, passing the limit was not always enough; inconclusive = no clear call, values can overlap the other calls
Starred values were filed as active, the others as inactive; ? = inconclusive; . = not tested or not shown. Cut-off read from the data, not from the text of the source, unless noted: active = inhibition above about 30%; inactive = the rest.

Start of the listing, in advance, 2 compounds:
(1) Cc1ccc(S(=O)(=O)N/N=C2\C(=O)C3(C)CCC2C3(C)C)cc1 (stereo not given)
(2) CCCc1nc2c(C)cc(-c3nc4ccccc4n3C)cc2n1Cc1ccc(-c2ccccc2C(=O)O)cc1
Compound	1	2
GDH-TPI inh	-1	.
Mtb FBA inh	6	.
CCHF vOTU inh	-1	.
Rv3671c inh	4	-3
VHR inh abs	33	35
Mtb UGM inh	1.2	0.1
BioA inh	.	.
BoNT-F LC inh	1	.
FadD28 FP inh	2.3	.
MazEF act	8	-3

Main list, previewed entries included:
(1) Cc1ccc(S(=O)(=O)N/N=C2\C(=O)C3(C)CCC2C3(C)C)cc1 (stereo not given)
(2) CCCc1nc2c(C)cc(-c3nc4ccccc4n3C)cc2n1Cc1ccc(-c2ccccc2C(=O)O)cc1
(3) O=C(NC1CCCC1)c1ccc2c(c1)N(Cc1ccc(F)cc1)CCS2
(4) O=C(NC12CC3CC(CC(C3)C1)C2)N1CCN(C(=O)C2CCCO2)CC1 (stereo not given)
(5) COc1cc2c3nnc(-c4ccc(F)cc4)c-3cn(Cc3ccc(C)cc3)c2cc1OC
(6) CC(C)(C)N(Cc1ccccc1)C(=O)c1ccc(Cl)cc1[N+](=O)[O-]
(7) CCC(C)C(N)C1=NC(C(=O)N[C@@H](CC(C)C)C(=O)N[C@H](CCC(=O)O)C(=O)N[C@H](C(=O)N[C@H]2CCCCNC(=O)[C@H](CC(N)=O)NC(=O)[C@@H](CC(=O)O)NC(=O)[C@H](Cc3cnc[nH]3)NC(=O)[C@@H](Cc3ccccc3)NC(=O)[C@H]([C@@H](C)CC)NC(=O)[C@@H](CCCN)NC2=O)[C@@H](C)CC)CS1 (stereo not given in full)
(8) Cc1ccc(C(=O)Nc2cccc(C(=O)NCc3ccco3)c2)cc1
(9) O=C(CSc1cccc2cccnc12)N/N=C/c1ccc(F)cc1
(10) Cc1nnc(N(CCC#N)CCC#N)s1
Compound	1	2	3	4	5	6	7	8	9	10
GDH-TPI inh	-1	.	5	4	7	-1	1	-2	12	-7
Mtb FBA inh	6	.	72*	-3	3	1	-2	1	16	1
CCHF vOTU inh	-1	.	-20	12	-17	3	-2	0	-21	-1
Rv3671c inh	4	-3	-9	0	3	9	.	-6	1	0
VHR inh abs	33	35	13	-25	2	30	.	-12	2	14
Mtb UGM inh	1.2	0.1	1.3	-2.4	15*	-0.1	.	-2.4	-0.5	-0.9
BioA inh	.	.	3.0	-1.9	-3.2	.	2.3	16	.	-1.9
BoNT-F LC inh	1	.	-3	-1	-13	0	-7	-26	?	0
FadD28 FP inh	2.3	.	2.6	-1.3	-0.9	-4.8	-1.6	-5.3	-2.0	0.0
MazEF act	8	-3	-6	9	-6	-2	387*	3	8	-18

(11) CCOC(=O)Cc1nnc(Nc2cc(C)ccc2C)c2ccccc12
(12) CN/S(=N/S(=O)(=O)c1ccccc1)c1ccc(C)cc1 (stereo not given)
(13) COc1ccc2nc(-c3ccccc3)[nH]c2c1
(14) O=C(COC(=O)c1ccc(S(=O)(=O)Nc2ccccc2)cc1)NCCN1C(=O)CSC1=O
(15) Cc1ccc(N(C)S(=O)(=O)c2cccc(C(=O)NCC(c3cccs3)N3CCOCC3)c2)cc1 (stereo not given)
(16) O=C(c1ccc2nc(N3CCOCC3)sc2c1)N1CCN(c2ccc(Cl)cc2)CC1
(17) Cc1cccc(-c2noc(CCC(=O)NC3CCCCC3)n2)c1
(18) COc1ccc(C(=O)c2ccc(Br)cc2)c(OC)c1OC
(19) COc1cc2c(cc1NC(=O)c1cccc([N+](=O)[O-])c1)oc1ccccc12
(20) CC(=O)NC(C(=O)c1ccccc1)C(=O)c1ccccc1
Compound	11	12	13	14	15	16	17	18	19	20
GDH-TPI inh	-4	5	6	11	8	-1	6	2	4	6
Mtb FBA inh	0	1	150*	-3	1	-1	-3	0	0	1
CCHF vOTU inh	31*	4	-42	-4	-3	10	-3	11	3	2
Rv3671c inh	1	0	-2	-5	6	2	2	.	0	-2
VHR inh abs	29	14	28	17	.	-9	14	.	-10	36
Mtb UGM inh	2.2	1.6	-1.6	-1.2	-1.9	0.5	-1.9	.	0.2	0.1
BioA inh	0.1	-1.1	-1.4	0.7	-1.2	.	-0.7	0.2	.	.
BoNT-F LC inh	0	2	2	4	-3	-7	2	2	-6	16
FadD28 FP inh	-4.0	-4.2	-0.3	-0.9	-1.8	-3.4	-0.3	-2.6	-1.4	0.2
MazEF act	4	11	2	-1	-4	0	-4	-8	15	2

(21) O=C(c1cc2cc(Cl)ccc2[nH]1)N1CCN(c2ccc(F)cc2)CC1
(22) Cc1ccc(Cl)cc1Nc1nc(-c2cccnc2)cs1
(23) COc1ccc(-n2ncc3c(NCc4cccs4)ncnc32)cc1
(24) Cc1cc(Cl)c2oc(C(=O)N3CCOCC3)c(C)c2c1
(25) CC1(Cc2cc(Cl)ccc2C(F)(F)F)C(=O)Nc2ccc(-c3ccc(F)c(Cl)c3)cc21 (stereo not given)
(26) CN(CCc1ccccn1)C1CCCN(S(=O)(=O)c2ccccc2Cl)C1 (stereo not given)
(27) CSc1ccc(/C=C/C(=O)OCC(=O)NC2CCCC2)cc1
(28) Clc1ccccc1Sc1cnc2ccccc2n1
(29) N#CCC(CNc1ncc(C(F)(F)F)cc1Cl)OC(=O)c1c(F)cccc1F (stereo not given)
(30) O=C1CCCC2=C1C(c1ccc(O)c(O)c1)c1c(ccc3ncccc13)N2 (stereo not given)
Compound	21	22	23	24	25	26	27	28	29	30
GDH-TPI inh	15	-3	-1	-4	8	-11	41*	-2	-7	9
Mtb FBA inh	0	-2	8	1	-5	-2	61*	0	-2	-2
CCHF vOTU inh	16	4	9	-3	20	-11	-61	7	11	-8
Rv3671c inh	3	1	-7	.	.	-8	.	3	-20	-1
VHR inh abs	-9	39	18	.	.	29	.	-10	.	1
Mtb UGM inh	0.8	-1.4	2.1	.	.	-0.7	.	-0.8	1.2	0.9
BioA inh	-1.9	2.2	3.1	0.7	-1.1	0.2	-1.9	-1.5	1.6	.
BoNT-F LC inh	-18	-2	-7	-2	-6	-9	0	2	6	-2
FadD28 FP inh	-0.4	-1.4	-5.4	-3.9	-4.6	-3.5	0.6	-2.0	-5.6	-0.9
MazEF act	1	0	6	-3	.	-1	4	-11	0	18

A draw from above in order of length of the SMILES, largest number first:
(25) CC1(Cc2cc(Cl)ccc2C(F)(F)F)C(=O)Nc2ccc(-c3ccc(F)c(Cl)c3)cc21 (stereo not given)
(23) COc1ccc(-n2ncc3c(NCc4cccs4)ncnc32)cc1
(28) Clc1ccccc1Sc1cnc2ccccc2n1
Compound	25	23	28
GDH-TPI inh	8	-1	-2
Mtb FBA inh	-5	8	0
CCHF vOTU inh	20	9	7
Rv3671c inh	.	-7	3
VHR inh abs	.	18	-10
Mtb UGM inh	.	2.1	-0.8
BioA inh	-1.1	3.1	-1.5
BoNT-F LC inh	-6	-7	2
FadD28 FP inh	-4.6	-5.4	-2.0
MazEF act	.	6	-11

Next part.
(31) O=C(CCc1nnc(CCCc2ccccc2)o1)N1CCCCCC1
(32) O=C(COC(=O)c1ncc(Cl)c(Cl)c1Cl)Nc1cccnc1Cl
(33) O=C(NCc1ccccc1)c1nc(-c2cccs2)no1
(34) O=C(CSC1=Nc2ccccc2C2=NC(CC(=O)N3CCN(c4ccccc4)CC3)C(=O)N12)NCC1CCCO1 (stereo not given)
(35) O=C(CC1Nc2c3ccccc3nc(=S)n2C1=O)NC1CCCCC1 (stereo not given)
(36) CCCn1c(=O)c2sccc2n2c(CCCC(=O)NCc3ccco3)nnc12
(37) CCn1c(SCC(=O)NC2CC2)nnc1-c1ccccc1OC
(38) O=C(COc1ccc(/C=N/NS(=O)(=O)c2ccccc2)cc1)NCc1ccccc1
(39) NNC(=O)c1ccc(NS(=O)(=O)c2ccc(Br)cc2)cc1
(40) O=[N+]([O-])c1ccc2oc(-c3cccc(O)c3)nc2c1
Compound	31	32	33	34	35	36	37	38	39	40
GDH-TPI inh	-3	8	6	7	.	15	0	2	.	16
Mtb FBA inh	1	3	0	9	.	0	0	1	.	1
CCHF vOTU inh	0	4	4	5	4	-4	15	3	-10	0
Rv3671c inh	-3	7	0	2	-2	3	-5	-4	-67	-6
VHR inh abs	13	.	16	-8	18	-4	10	6	30	18
Mtb UGM inh	-1.8	-0.7	0.9	-0.4	2.2	2.9	-0.5	0.4	-0.1	1.1
BioA inh	2.8	-0.9	.	.	.	0.7	-1.6	-0.1	.	.
BoNT-F LC inh	-3	-3	-2	0	.	2	4	-4	.	2
FadD28 FP inh	-2.2	-1.1	-0.8	-1.4	.	-3.1	-1.4	0.0	.	1.3
MazEF act	-3	3	13	4	.	1	4	5	.	12

(41) CSc1cccc(NC(=O)CSc2nnc(C)s2)c1
(42) Cc1cc(Nc2n[nH]c(N)c2C#N)ccc1F
(43) CC1=C(C(=O)NC(C)c2ccccc2)C2(CCC(C)CC2)OC1=O (stereo not given)
(44) O=C(Cc1cc(=O)[nH]c(=O)[nH]1)N1CCC(Cc2ccccc2)CC1
(45) COc1cccc(-c2onc3ccc(C4(C)OCCO4)cc23)c1
(46) O=C(CC1Sc2ccccc2NC1=O)Nc1cccc(C(=O)O)c1 (stereo not given)
Compound	41	42	43	44	45	46
GDH-TPI inh	10	5	3	18	4	-4
Mtb FBA inh	-2	5	4	3	7	0
CCHF vOTU inh	11	1	-12	-6	9	4
Rv3671c inh	4	8	-8	10	-6	7
VHR inh abs	1	-1	4	9	24	12
Mtb UGM inh	-0.5	1.1	-0.8	0.7	3.8	1.0
BioA inh	0.6	.	-3.4	1.5	0.8	0.4
BoNT-F LC inh	-3	-4	2	-9	3	-2
FadD28 FP inh	-0.4	-1.1	0.2	-2.8	-0.8	-3.5
MazEF act	-2	-4	5	7	-5	7

Down the list, quoted from above.
Nos. 41 to 46 in MazEF act: -2, -4, 5, 7, -5, 7
Nos. 41 to 46 in VHR inh abs: 1, -1, 4, 9, 24, 12
